Screening data from PubChem BioAssay.
PGE2 EP2 inh: blocks the human prostaglandin E2 receptor EP2; C6 glioma cells expressing human EP2, cAMP TR-FRET; cells stimulated with saturating PGE2; P43116; inhibition, % at 25 µM; hit rate 0.52% among 260,000; AID 1422;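 active means percent inhibition above 40 after rounding to a whole number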;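 further: rat C6 glioma host cells with rolipram phosphodiesterase inhibitor present; the protocol text gives 20 µM as final concentration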
Target sequence (P43116 whole entry, looked up): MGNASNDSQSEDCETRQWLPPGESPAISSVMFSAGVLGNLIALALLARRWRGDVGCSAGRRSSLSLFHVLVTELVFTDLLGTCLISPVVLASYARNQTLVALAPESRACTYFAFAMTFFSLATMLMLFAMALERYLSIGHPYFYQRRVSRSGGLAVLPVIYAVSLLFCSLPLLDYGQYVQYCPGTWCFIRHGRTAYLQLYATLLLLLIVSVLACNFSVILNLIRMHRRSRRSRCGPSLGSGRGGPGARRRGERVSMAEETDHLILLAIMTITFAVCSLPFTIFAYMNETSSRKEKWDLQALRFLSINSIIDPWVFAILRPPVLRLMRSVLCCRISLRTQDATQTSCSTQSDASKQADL
EP2 modulator: modulators of human EP2 prostaglandin E2 receptor | hit rate 0.83% among 260,000 | induction, % at 25 µM | AID 940 | EP2-expressing cells, cAMP HTRF FRET, PGE2 co-stimulation;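 active means compounds whose cAMP rise, as percent of the full-agonist control response, exceeds 60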;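 further: rat C6 glioma line stably carrying human EP2 under a CMV promoter; the protocol text gives 20 µM as final concentration; 100% = response of wells given 1 µM PGE2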
* marks the source's active call; other numbers are inactive results; . = no result given. Some of the compounds tested; rates above refer to the full screens.

Values run as follows: PGE2 EP2 inh | EP2 modulator
1: O=C(CN1CCC(n2cnc3cccnc32)CC1)N1CCCCCC1
  . | -3.4
2: COc1ccc(-c2nnc3c4nnn(Cc5ccccc5Cl)c4ncn23)cc1
  . | -72.2
3: CCn1c2cc(C)oc2c2cnn(CC(=O)NC(C)C)c(=O)c21
  . | -80.5
4: O=C(c1cnsc1)N1CCCC(c2ncncc2-c2ccncc2)C1 (centres undefined)
  . | 0.3
5: COc1ccc(C2CCN(C(=O)C3CCCO3)CC2)cc1 (centres undefined)
  . | 11.3
6: CC1CCc2c(sc3ncn4c(=O)n(CC(=O)NC5CCCCC5)nc4c23)C1 (centres undefined)
  . | -5.4
7: CC1CN(C)CCC1CCc1ccc(NC(=O)c2cnn3cccnc23)cc1 (centres undefined)
  . | -11.4
8: COc1ccc(C2CCN(Cc3cccnc3)CC2)cc1OC
  . | 0.4
9: O=C(c1cccs1)N1CCC2(CC1)Nc1ccccc1-n1cccc12
  . | -13.8
10: COC1CCC(C(=O)N2CCC(Cn3nc(-c4cccs4)ccc3=O)CC2)CC1 (centres undefined)
  . | -25.4
11: CC(=O)c1nnn(-c2ccc(F)cc2)c1NCc1cccc(F)c1
  . | -65.1
12: COc1ccccc1C1(O)CC2CCC(C1)N2c1ncnc2nc[nH]c12 (centres undefined)
  . | -41.5
13: O=C(c1cccs1)N1CCC(n2nc(-c3cccs3)ccc2=O)CC1
  . | -10.8
14: CCc1nn(CC(=O)NC2CCCC2)c(=O)c2cc3sccc3n12
  . | 6.2
15: CN(C(=O)C1CCCO1)c1nc2c(s1)CCc1occc1-2 (centres undefined)
  . | -23.0
16: Cc1nc2c(-c3ccccc3)c(C)nn2c(N2CCN(c3ncccn3)CC2)c1C
  . | -1.2
17: CCc1nn(CC(=O)N2CCCCC2C)c(=O)c2cc3sccc3n12 (centres undefined)
  . | -45.7
18: O=C(CCn1ncc2ccccc21)NC1(c2ccc(F)cc2)CCCC1
  . | 11.1
19: O=C(CCn1[nH]c(=O)ccc1=O)N1CCCC1c1nc2ccccc2[nH]1 (centres undefined)
  . | 5.8
20: COc1ccc(-c2c(C)nn3c(N4CCN(C)CC4)c(C)c(C)nc23)cc1
  . | -19.1

Overlap with the part before: 3 compounds, then new ones.
Values run as follows: PGE2 EP2 inh | EP2 modulator
18: O=C(CCn1ncc2ccccc21)NC1(c2ccc(F)cc2)CCCC1
  . | 11.1
19: O=C(CCn1[nH]c(=O)ccc1=O)N1CCCC1c1nc2ccccc2[nH]1 (centres undefined)
  . | 5.8
20: COc1ccc(-c2c(C)nn3c(N4CCN(C)CC4)c(C)c(C)nc23)cc1
  . | -19.1
21: Cc1cc(-c2cn[nH]c2C2CCCN(C(=O)Cc3ccc4c(c3)OCO4)C2)on1 (centres undefined)
  . | -42.3
22: Cc1cc(C)c2c(n1)nn1c(N3CCCC(O)C3)cc(C)nc21 (centres undefined)
  . | 9.9
23: CCS(=O)(=O)N1CCC(c2[nH]ncc2-c2cc(C)no2)CC1
  . | -35.1
24: COc1ccc2nc(Nc3nc(CSc4nc5ccccc5s4)cc(=O)[nH]3)nc(C)c2c1
  14.7 | .
25: COc1cc(C)nc(N2CCCC(C(=O)NC3CCC(C)CC3)C2)n1 (centres undefined)
  10.6 | .
26: COc1ccc(CN2[C@@H](CC(=O)O)c3ccccc3S2(=O)=O)cc1
  16.4 | .
27: CCOc1ccc(-c2nc3c(s2)CCc2onc(-c4ccc(OC)cc4)c2-3)cc1
  9.2 | .
28: C=C1CCN([C@@H](CC(C)C)C(=O)N2CCOCC2)S(=O)(=O)c2ccccc21
  21.2 | .
29: CC(C)(C)OC(=O)N1CCC2(CC1)Oc1ccc(F)cc1C(=O)C21CC(c2ccccc2)=NO1 (centres undefined)
  9.5 | .
30: CCOC(=O)C1=C(C)N(CCCC(=O)O)C(=O)NC1c1ccc2ccccc2c1 (centres undefined)
  15.0 | .
31: CC1(C)c2[nH]c3ccccc3c2C[C@@H]2C(=O)N(Cc3ccccc3Cl)C(=O)N21
  15.4 | .
32: C#CCCOC(=O)N1C2=NC(C(=O)OC)=C(C(=O)OC)[C@@H]3N(C)c4ccccc4[C@]23C[C@H]1CO
  17.0 | .
33: C#Cc1ccc([C@H]2C=C(C(=O)OCC=C)O[C@@H](OCCCCO)C2)cc1
  11.7 | .
34: CCOC(=O)C1=C(C)NC(=O)NC1C(C)C (centres undefined)
  2.4 | .
35: CCCCN1CC[C@H]2C=CC[C@@H](C(=O)NCCc3ccccc3)[C@H]2C1=O
  11.6 | .
36: C=CCOC(=O)C1=C[C@H](c2ccc(Br)cc2)C[C@H](OCCCCO)O1
  2.6 | .
37: CCOc1ccccc1Nc1ncnc2c1cnn2-c1ccccc1
  3.4 | .
38: COC(=O)[C@@](C)(O)C1(C(=O)SC(C)(C)C)CC1
  5.6 | .
39: OCCNc1nc(Nc2ccccc2Cl)nc(N2CCCC2)n1
  9.5 | .
40: COc1ccc(C2=NOC(C)(c3nnc(-c4ccccc4)o3)C2)cc1 (centres undefined)
  23.0 | .

By substructure: those above with two or more sulfur atoms (two)
Values run as follows: PGE2 EP2 inh | EP2 modulator
13: O=C(c1cccs1)N1CCC(n2nc(-c3cccs3)ccc2=O)CC1
  . | -10.8
24: COc1ccc2nc(Nc3nc(CSc4nc5ccccc5s4)cc(=O)[nH]3)nc(C)c2c1
  14.7 | .

Other compounds follow.
Values run as follows: PGE2 EP2 inh | EP2 modulator
41: COc1ccccc1Nc1cc2cc(Br)ccc2c(=O)[nH]1
  -0.2 | .
42: NC(=O)C1=C[C@@H](c2ccc3c(c2)OCO3)C[C@@H](OCCCCO)O1
  11.7 | .
43: O=C(NCC1CC1)c1cc(-c2ccccc2)nn1CC1CC(c2cccc([N+](=O)[O-])c2)=NO1 (centres undefined)
  6.9 | .
44: O=C(NCc1ccccc1)C1=C[C@H](c2ccc(C(F)(F)F)cc2)C[C@H](OCCCCO)O1
  22.1 | .
45: CN(C)c1ccc(O)c2c1CC1CC3C(N(C)C)C(=O)C(C(N)=O)=C(O)[C@@]3(O)C(=O)C1=C2O (some centres undefined)
  10.3 | .
46: COc1ccc(CNC(=O)Nc2ccc([N+](=O)[O-])cc2)cc1
  8.2 | .
47: C#Cc1ccc([C@H]2C=C(C(=O)NCc3ccccc3)O[C@@H](OCc3ccc(CO)cc3)C2)cc1
  6.4 | .
48: O=C1N[C@H](Cc2ccccc2)C(=O)N[C@H]1Cc1cn(S(=O)(=O)c2ccccc2)c2ccccc12
  11.3 | .
49: COCCNC(=O)c1ccc2c(c1)S(=O)(=O)c1ccccc1C2=O
  13.0 | .
50: COc1ccc([C@H]2/C=C\CN(S(=O)(=O)c3ccc(C)cc3)[C@@H](C)C(=O)N2Cc2ccc(F)cc2)cc1
  16.6 | .
51: Cc1ccc(Cn2c(C(C)Nc3nc(-c4ccc(Cl)cc4)cs3)nc3cc(C(=O)NCCCO)ccc32)cc1 (centres undefined)
  7.4 | .
52: CC(C)=CCc1c(-c2ccc(O)cc2O)oc2cc3c(c(O)c2c1=O)C=CC(C)(C)O3
  18.4 | .
53: COC(=O)C1=C(C(=O)OC)[N+]2=C3N(C(=O)NC2(C)C)[C@H](CO)C[C@@]32c3ccccc3N(Cc3ccccc3)[C@@H]12
  15.5 | .
54: NC(CS(=O)O)C(=O)O (centres undefined)
  7.8 | .
55: CC1(c2nnc(Cc3ccccc3)o2)CC(c2ccc(C#N)cc2)=NO1 (centres undefined)
  11.8 | .
56: CCCCN1C(N)=NC[C@@H]1CCCCN
  24.3 | .
57: C#CCOCCOCCOCCNc1nc(N2CCN(C(=O)C([C@@H](C)CC)n3cc(C(N)COC(=O)C(F)(F)F)nn3)CC2)nc(N2CCN(C(=O)[C@H](CCCCN)n3cc(C(N)[C@H](C)CC)nn3)CC2)n1 (some centres undefined)
  7.1 | .
58: C=C1CCN([C@@H](Cc2ccccc2)C(=O)NCc2ccccc2)S(=O)(=O)c2ccccc21
  18.4 | .
59: OCCOCCn1c(C2CCCN2c2nc(-c3ccc(F)cc3)cs2)nc2cc(C(F)(F)F)ccc21 (centres undefined)
  3.3 | .
60: O=C(NCc1cccc(C(F)(F)F)c1)c1cc(-c2ccccc2)nn1CC1CC(c2cccnc2)=NO1 (centres undefined)
  8.6 | .
61: CN(C)CCNC(=O)c1onc(CSc2ccncc2)c1C(=O)NCCN(C)C
  14.7 | .
62: COc1cc(CNC(=O)c2ccc3c(c2)S(=O)(=O)c2ccccc2C3=O)cc(OC)c1
  14.6 | .
63: O=P(O)(CCCP(=O)(O)CCc1ccccc1)CCc1ccccc1
  9.0 | .
64: O=C(O)C[C@H]1c2ccccc2S(=O)(=O)N1C1CCCCC1
  12.7 | .
65: O=C1C=C(c2cc3ccccc3s2)CCC1
  8.8 | .
66: Nc1cc(N)cc(-c2nc3ccccc3o2)c1
  8.9 | .
67: CCC1(CC)C(=O)C2=C3C1[C@H](C(=O)OC)C=C(C(=O)OC)C[C@H]3n1c(=O)n(-c3ccccc3)c(=O)n1[C@H]2C (some centres undefined)
  0.0 | .
68: CCC/C=C(\CCC)C(NC(=O)c1ccc(C(F)(F)F)cc1)c1ccccc1 (centres undefined)
  1.8 | .
69: Cc1ccc(-c2csc(NCCc3nc4cc(Cl)c(Cl)cc4n3CCOCCO)n2)cc1
  7.8 | .
70: COCCN1C=C2C(=O)C(C)(OC(=O)CCC(=O)OC)C(=O)C(Br)=C2C=C1c1ccc(OC)cc1 (centres undefined)
  2.3 | .
71: O=c1ncc(F)c[nH]1
  17.4 | .
72: COc1ccc(Br)cc1/C=c1\sc2nc(-c3ccco3)nn2c1=O
  10.6 | .
73: OCCOCCn1c(C(CO)Nc2nc(-c3ccc(Cl)cc3)cs2)nc2ccccc21 (centres undefined)
  16.5 | .
74: O=C(NC1CCCCC1)c1ccc2c(c1)S(=O)(=O)c1ccccc1C2=O
  -2.1 | .
75: CC1(C)S[C@@H]2[C@H](NC(=O)COc3ccccc3)C(=O)N2C1C(=O)OCc1ccccc1 (some centres undefined)
  5.1 | .
76: O=C(Nc1ccc2c(c1)OCO2)c1ccc2c(c1)S(=O)(=O)c1ccccc1C2=O
  11.8 | .
77: CC1=C(C(=O)OCC(Br)(Br)Br)C(c2cccc([N+](=O)[O-])c2)NC(=O)N1CCCC(=O)O (centres undefined)
  8.0 | .
78: CCOC(=O)[C@@H]1[C@H]2COc3cc(OC)ccc3[C@@H]2N2C(=O)N(c3ccc(Cl)cc3)C(=O)[C@]12C
  6.5 | .
79: CC(C)=CCc1c2c(c(O)c3c(=O)c4c(oc13)-c1cc(O)c(O)cc1OC4C=C(C)C)C=CC(C)(C)O2 (centres undefined)
  18.3 | .
80: COC(=O)CCC(=O)OC1(C)C(=O)C=C2C=C(C3CC3)N(c3ccc(CO)cc3)C=C2C1=O (centres undefined)
  6.2 | .
81: O=c1c2ccccc2nnn1CSc1nc2ccccc2c(=O)n1Cc1ccco1
  7.1 | .
82: CC1(C)Oc2cc3oc(-c4cc(O)cc(O)c4)cc3cc2CC1O (centres undefined)
  22.8 | .
83: Cc1cc(CNC(=O)C2(C(F)(F)F)C/C(=C\CCO)CCCO2)nn1C (centres undefined)
  1.7 | .
84: C#CCNC(=O)C1=C[C@@H](c2ccc(C#C)cc2)C[C@@H](OCc2ccc(CO)cc2)O1
  16.4 | .
85: CCCCN1CC[C@H]2C=CC[C@@H](C(=O)Nc3ccc(OC)cc3)[C@H]2C1=O
  17.0 | .
86: CC(=O)C[C@H]1c2cc(F)ccc2S(=O)(=O)N1c1ccc(N(C)C)cc1
  12.4 | .
87: O=C(c1cnc2sccn2c1=O)N1CCCc2ccccc21
  5.3 | .
88: CCO[C@H]1OC(C(=O)NCc2nc3ccccc3[nH]2)=C[C@@H](c2ccc(Br)cc2)[C@@H]1CCCO
  15.3 | .
89: COC(=O)CCCC1=CC2=CC(=O)C(C)(OC(=O)c3ccc(Cl)nc3)C(=O)C2=CO1 (centres undefined)
  17.2 | .
90: CC1(OC(=O)c2cccs2)C(=O)C=C2C=C(c3ccsc3)OC=C2C1=O (centres undefined)
  7.7 | .
91: O=C(O)Cc1c[nH]c2ccccc12
  9.4 | .
92: COC(=O)C1=C(C)NC(C)=C(C(=O)O[C@@H]2CCCN(Cc3ccccc3)C2)[C@@H]1c1cccc([N+](=O)[O-])c1
  10.5 | .
93: NCCCC[C@H]1CN=C(N)N1CC1CCCCC1
  9.1 | .
94: O=C(NCC1CC1)c1ccc2c3n(nc2c1)-c1ccc(Cl)cc1CO3
  8.1 | .
95: c1ccc(-c2ccc3ccccc3n2)cc1
  10.2 | .
96: COc1ccc(C2=CC(=O)CC(c3ccc(F)cc3)C2)cc1 (centres undefined)
  20.1 | .
97: O=C(NCc1ccco1)c1ccc2c(c1)S(=O)(=O)c1ccccc1C2=O
  1.4 | .
98: CC1=C(n2ccnc2)CCC1=O
  5.8 | .
99: CCCCNC(=O)c1onc(CSc2ccc(Cl)cc2)c1C(=O)NCCCC
  13.9 | .
100: C=C1CCN([C@@H](CC(C)C)C(=O)NCc2ccc(Cl)c(Cl)c2)S(=O)(=O)c2ccccc21
  8.1 | .

Carrying on:
Values run as follows: PGE2 EP2 inh | EP2 modulator
101: C=C1CCN([C@@H](CC(C)C)C(=O)NCc2ccco2)S(=O)(=O)c2ccccc21
  13.7 | .
102: O=c1[nH]c2cc(Cl)ccc2c(O)c1-c1cccc(Oc2ccccc2)c1
  16.6 | .
103: CC(C)c1ccc(NC(=O)C(c2ccccc2)N(C)C(=O)CCc2c[nH]c3ccccc23)cc1 (centres undefined)
  12.6 | .
104: CC1(c2nnc(-c3cccc(Cl)c3)o2)CC(c2ccc(Cl)cc2)=NO1 (centres undefined)
  14.2 | .
105: C=C1CCN([C@@H](CC(C)C)C(=O)NCCC(C)C)S(=O)(=O)c2ccccc21
  19.1 | .
